Source: PubChem (National Center for Advancing Translational Sciences (NCATS))
HT1080 IDH1KD tx = kills HT-1080 cells with IDH1 knockdown | Potency, µM (doses to about 46.1 µM), inactives show at the highest dose activity, negative = toxicity, usual class: cytotoxic | AID 686971 | HT-1080 IDH1 knockdown viability, ATP luminescence, 48 h | 2% of 360,000 active;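 further: potency means the concentration at half of the fitted maximal effect; 0% = DMSO wells and -100% = cell-free medium wells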
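Luminescent ATP read-out (CellTiter-Glo, 10 min at room temperature) after 48 h compound exposure at 37 °C gave viability of IDH1-knockdown HT-1080 cells. Activity was normalised to DMSO and cell-free wells, then fitted as concentration-response curves.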
SW480 rerep = induces DNA re-replication in SW480 colon adenocarcinoma cells | Potency, µM (series often up to 46.1 µM), without a hit: at the highest dose re-replication activation, most hits filed as activators | SW480 DNA re-replication, Hoechst DNA content imaging, 48 h | 1.8% of 340,000 active; further: potency means the concentration at half of the fitted maximal effect; % of control where 0% means no effect; nearly all actives have a fitted effect of over 55% in size
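Treated cells incubate 48 hr (37 C, 5% CO2), are stained 40 min with Hoechst, and nuclear fluorescence is enumerated; a rise in nuclei with high DNA signal marks re-replication.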
IL1B secr inh = blocks inflammasome-driven IL-1 beta release; THP-1 LPS/ATP IL-1B secretion, AlphaLISA, 16 h; hits give low values; activity change, % at 57.5 µM; 4.7% of 360,000 active; AID 743279; in the data active means activity change below about -50%; inconclusive means mostly about -30% to -49%; further: on the % scale 0 is the no-effect control and ±100 the full control effect
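Secreted IL-1B measured by AlphaLISA bead assay after 16 h compound exposure of THP-1 cells; compounds (final up to 57.5 uM) added 1 h before LPS (250 ng/mL) and ATP (1.25 mM) stimulation; lower signal means less secretion.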
D3 ag = agonists of human D3 dopamine receptor; P35462; D3R DiscoveRx beta-arrestin cells, luminescence, 90 min; max activation, %; 0.58% of 410,000 active; in the data active means max activation above about 30%; further: 0% is about no effect; mostly tested at two doses, the higher about 12 µM
Target sequence (P35462 whole entry, looked up): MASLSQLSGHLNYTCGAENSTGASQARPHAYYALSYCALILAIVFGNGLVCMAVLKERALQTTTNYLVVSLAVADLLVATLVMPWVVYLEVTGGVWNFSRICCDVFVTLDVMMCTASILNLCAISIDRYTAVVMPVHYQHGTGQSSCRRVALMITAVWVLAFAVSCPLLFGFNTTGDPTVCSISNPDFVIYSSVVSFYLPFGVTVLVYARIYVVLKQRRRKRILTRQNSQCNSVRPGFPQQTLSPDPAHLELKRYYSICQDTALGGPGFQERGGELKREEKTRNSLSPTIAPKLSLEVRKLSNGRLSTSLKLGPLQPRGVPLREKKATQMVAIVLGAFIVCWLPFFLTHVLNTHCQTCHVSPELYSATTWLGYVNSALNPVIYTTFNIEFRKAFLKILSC
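Cells at 1500/well, incubated overnight, then treated with pinned compounds (dopamine as control) for 90 min at 37 degrees C. DiscoveRx reagent added for 30 - 60 minutes at room temperature; luminescence read.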
DRD3 antagonist = D3 dopamine receptor (human) antagonism; P35462; D3R cells, DiscoveRx beta-arrestin luminescence, antagonist mode; hits give low values; AID 652054; max response, negative = inhibition, %; 2.5% of 360,000 active; in the data active means max response below about -50%; inconclusive means no clear call, values can overlap the other calls; further: on the % scale 0 is the no-effect control and ±100 the full control effect; mostly tested at two doses, the higher about 12 µM
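Cells expressing the human receptor were seeded at 1500 cells/well, incubated overnight at 37 degrees C in 5% CO2, then exposed to library compounds with dopamine controls for 90 minutes at 37 degrees C before luminescent detection.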
KB-V1 MDR tox = kills drug-selected multidrug resistant KB-V1 cells; 3.4% of 400,000 active; KB-V1 MDR cells viability, CellTiter-Glo, 72 h; Potency, µM (highest dose often 46.1 µM), inactives show at the highest dose activity change, negative = cytotoxicity, hits mostly cytotoxic; further: potency means the concentration at half of the fitted maximal effect; on the % scale 0 is the no-effect control and ±100 the full control effect; nearly all actives have a fitted effect of over 60% in size
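Potencies derive from concentration-effect curves fitted to normalized luminescence (CellTiter-Glo) of KB-V1 cells treated for 72 h at 37 degrees C in phenol-red-free DMEM containing 10% FBS.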
HT1080NT lethal = kills 2HG-producing HT-1080-NT fibrosarcoma cells | AID 686970 | HT-1080-NT fibrosarcoma viability, CellTiter-Glo ATP luminescence, 48 h | Potency, µM (doses to about 46.1 µM), inactives show at the highest dose activity, negative = less viability, hits mostly cytotoxic | 1.6% of 360,000 active;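 further: NT is the 2HG producing partner of a matched IDH1 knockdown line; potency means the concentration at half of the fitted maximal effect; 0% = DMSO-treated cells and -100% = media-only wells without cells; nearly all actives have a fitted effect of over 55% in size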
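HT-1080-NT fibrosarcoma cells (2HG-overproducing), 750 cells/well in RPMI with 5% FBS, dosed after 2 h and incubated 48 h at 37C. CellTiter-Glo luminescence normalized to DMSO and no-cell wells; concentration-response curves fitted and classed.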
KB-3-1 tox = kills parental KB-3-1 adenocarcinoma cells; KB-3-1 viability, CellTiter-Glo ATP luminescence, 72 h; Potency, µM (series often up to 46.1 µM), for the others: at the highest dose activity change, negative = cytotoxic, most hits filed as cytotoxic; 1.4% of 400,000 active; AID 1347075; further: potency means the concentration at half of the fitted maximal effect; on the % scale 0 is the no-effect control and ±100 the full control effect; nearly all actives have a fitted effect of over 60% in size
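Cytotoxicity in the drug-sensitive parental line KB-3-1 was scored as loss of CellTiter-Glo luminescence following 72 h incubation with compound. Values come from curve fitting of normalized concentration-response data.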
GLP1R ag = GLP-1 receptor (human) agonism; P43220; HEK293 GLP-1R CRE-luciferase, luminescence, 4-6 h; cells express a hypersensitive GLP-1R form; Potency, µM (top dose mostly 45.6 µM), for inactives: at the top dose activation, hits mostly activators; 0.007% of 380,000 active; AID 624172; further: potency means the concentration at half of the fitted maximal effect; % of control where 0% means no effect
Target sequence (P43220 whole entry, looked up): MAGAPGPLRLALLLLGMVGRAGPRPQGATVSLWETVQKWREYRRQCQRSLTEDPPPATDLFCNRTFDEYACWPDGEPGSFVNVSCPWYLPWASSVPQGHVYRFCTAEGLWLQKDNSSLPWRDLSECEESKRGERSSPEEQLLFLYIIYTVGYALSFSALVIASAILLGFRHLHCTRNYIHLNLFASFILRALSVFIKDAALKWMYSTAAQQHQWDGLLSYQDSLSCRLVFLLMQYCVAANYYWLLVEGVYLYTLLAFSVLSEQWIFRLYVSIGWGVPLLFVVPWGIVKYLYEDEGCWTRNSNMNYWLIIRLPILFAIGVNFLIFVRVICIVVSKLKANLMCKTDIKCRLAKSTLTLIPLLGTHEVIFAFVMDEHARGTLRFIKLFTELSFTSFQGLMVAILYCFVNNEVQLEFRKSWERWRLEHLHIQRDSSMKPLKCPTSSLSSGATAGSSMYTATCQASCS
Active calls of the source: *; ? = inconclusive; . = no result given; & = joins results of further samples; [ ] = another dose, or the depositor's remark. Unless noted, the call rests on the fitted dose curve; in most records, active means well fitted curve in the direction sought with a large enough effect; inconclusive means small, poorly fitted or top-dose-only effect, or another doubt; inactive means no such curve, though single readings can be large; an effect the other way counts as inactive or inconclusive.

Molecule,HT1080 IDH1KD tx,SW480 rerep,IL1B secr inh,D3 ag,DRD3 antagonist,KB-V1 MDR tox,HT1080NT lethal,KB-3-1 tox,GLP1R ag
Cc1cc(Cl)c2oc(C(=O)N(C)C3CCOC3)c(C)c2c1 (configuration not stated),-1%,19%,?,1,0,-16%,-6%,12%,16%
COc1ccc2cc3cc(C(=O)N4CCN(c5cccc(Cl)c5)CC4)sc3nc2c1,.,.,.,8,.,?,.,5%,-2%
CCc1cc(Br)ccc1NC(=O)C1CCCO1 (configuration not stated),3%,-9%,12,7,14,-14%,12%,6%,-6%
CCN1CCN(c2nnc(-c3ccc(F)cc3)c3ccccc23)CC1,-4%,?,?,-18,-19,-22%,-15%,-28%,20%
O=C(CN(C(=O)CSc1nnc(COc2ccccc2)o1)c1ccc(F)cc1)NC1CCCCC1,-6%,8%,-23,0,-3,-8%,-5%,-1%,2%
OC(c1cccc(CN2CCCCC2)c1)c1ncc(-c2ccccc2Cl)[nH]1 (configuration not stated),3%,.,-24,-12,-1,-1%,-15%,0%,-6%
CC(C)CN(C(=O)c1cccc([N+](=O)[O-])c1)c1c(N)n(CC(C)C)c(=O)[nH]c1=O,18%,0%,2,0,3,-2%,15%,13%,-5%
O=C1CCN(C(=O)c2ccc(Cl)cc2)N1,6%,-12%,-11,12,3,17%,6%,0%,-2%
Cc1ccc(CNC(=O)C(=O)NCC2OCCN2S(=O)(=O)c2ccc(Br)cc2)cc1 (configuration not stated),-7%,10%,0,11,4,0%,-3%,-7%,-9%
O=C(CCc1nc2sc3c(c2c(=O)[nH]1)CCCC3)NCCc1ccc(F)cc1,0%,-9%,60,1,10,-13%,-1%,-3%,4%
CCCCn1c(N)c(N(CC(C)C)C(=O)c2cc3c(s2)CCC3)c(=O)[nH]c1=O,14%,-330%[inhibitor],-11,-3,-11,29%,14%,1%,13%
Cc1ccc(S(=O)(=O)N2CCCC2CNC(=O)c2ccccc2)cc1 (configuration not stated),3%,-3%,11,-19,-9,0%,1%,-6%,3%
CC(=O)N1CCN(c2ccc(NC(=S)NC(=O)c3ccccc3)cc2)CC1,4%,-74%[inhibitor],-6,-11,-27,3.7µM*,-4%,0%,8%
CO/N=C/C(C#N)=C/c1ccc(OC)cc1,-2%,9%,5,12,-19,-3%,6%,-2%,10%
CN(C)S(=O)(=O)N1CCN(C(=O)c2ccccc2)CC1,0%,0%,0,3,13,16%,7%,8%,-4%
COc1ccc(OC(C)C(=O)NC2CCCCCCC2)cc1 (configuration not stated),2%,-13%,-10,5,1,-8%,-5%,-1%,1%
Cc1cc(NS(=O)(=O)c2c(C(=O)N3CCOCC3)c(C)n(C)c2C)ccc1Br,19%,-2%,?,6,7,3%,4%,-4%,-2%
CCOC(=O)C1CCCN(C(=O)Cc2ccc(OC)c(OC)c2)CC1 (configuration not stated),3%,.,41,3,29,21µM*,12%,?,1%
O=C(c1ccccc1Cl)N1CCN(C(=O)C2CCCO2)CC1 (configuration not stated),16%,-5%,18,-5,-3,11%,7%,6%,1%
CC(C)CC(OC(=O)c1cccs1)C(=O)NCC1CCCO1 (configuration not stated),3%,-3%,8,-6,-24,7%,-1%,10%,-1%
CN(C)c1cccc(C(=O)NN2C(=O)NC3(CCCCC3)C2=O)c1,8%,-7%,1,5,6,1%,11%,11%,-2%
Cc1ccc(C(=O)N/C(=C\c2cn(-c3ccccc3)nc2-c2ccccc2)C(=O)N2CCOCC2)cc1,-3%,1%,-12,0,-9,-3%,1%,-5%,-1%
CC(=O)NN1C(=O)/C(=C\c2ccc(Br)o2)SC1=S,?,-699%[inhibitor],-97*,-4,-59*,-1%,?,3%,-7%
CCOC(=O)c1c(C)[nH]c(C(C)=NNC(=O)c2cccs2)c1C,0%,10%,-8,7,22,-6%,-2%,21%,2%
CCN(CC)CCCNC(=O)Cn1nc([N+](=O)[O-])c(Cl)c1C,1%,6%,30,2,-10,-13%,1%,7%,-9%
CCN(CC)CCn1c(=N)n(CCO)c2ccccc21,6%,-5%,-1,8,0,43%,12%,14%,-4%
CCCc1cc(=O)oc2cc(OCC(=O)N3CCOCC3)c(Cl)cc12,-3%,-9%,9,4,8,-19%,15%,-8%,3%
CCOC(=O)C1CCN(C(=O)CCNS(=O)(=O)c2cc(Br)cnc2N)CC1,25%,2%,23,4,1,15%,29%,3%,-5%
CCOc1ccccc1NC(=O)c1cccc2c1C(=O)N(CCOC)C2,-1%,13%,22,-10,-8,-15%,-13%,14%,-5%
COC(=O)c1ccc(N/N=C/c2cc([N+](=O)[O-])cc(OC)c2O)cc1,-4%,-14%,6,-13,-10,0%,-22%,0%,7%

Two of these compounds, reformatted.
Under each structure – HT1080 IDH1KD tx | SW480 rerep | IL1B secr inh | D3 ag | DRD3 antagonist | KB-V1 MDR tox | HT1080NT lethal | KB-3-1 tox | GLP1R ag
- CN(C)S(=O)(=O)N1CCN(C(=O)c2ccccc2)CC1
    0% | 0% | 0 | 3 | 13 | 16% | 7% | 8% | -4%
- Cc1cc(Cl)c2oc(C(=O)N(C)C3CCOC3)c(C)c2c1 (configuration not stated)
    -1% | 19% | ? | 1 | 0 | -16% | -6% | 12% | 16%

Next part:
Molecule,HT1080 IDH1KD tx,SW480 rerep,IL1B secr inh,D3 ag,DRD3 antagonist,KB-V1 MDR tox,HT1080NT lethal,KB-3-1 tox,GLP1R ag
O=C(NC1=NCCS1)c1ccc2c(c1)C(=O)N(Cc1ccco1)C2=O,7%,-3%,17,-11,5,9%,12%,5%,-7%
Cc1ccc(S(=O)(=O)Cc2ccc(C(=O)OCc3ccccc3)cc2)cc1,3%,13%,-4,-2,19,?,0%,-19%,7%
O=c1c2nncn2c2cccnc2n1CCNc1ncc(C(F)(F)F)cc1Cl,3%,?,-16,-3,6,0%,-16%,?,6%
CSc1ccc(S(=O)(=O)NCC(=O)OCC(=O)N2CCC(C)CC2)cc1[N+](=O)[O-],0%,-7%,41,-11,-10,?,1%,-3%,13%
CCOC(=O)CC(=O)CSc1ncnc2c1cnn2-c1ccccc1,19%,-6%,-11,2,52,?,11%,?,-8%
CCc1nc(NCC2CCCO2)c2oc3ccccc3c2n1 (configuration not stated),-2%,2%[9.22 µM],-11,-5,11,?,-3%,-15%,28%
c1ccc(CNc2ncnc3sccc23)cc1,?,-16%,13,5,15,0%,?,-26%,3%
O=C(Nc1ccccc1F)NC1CC1,12%,-2%,25,3,12,-2%,13%,0%,2%
NC(N)=NC(N)=Nc1ccc(SC(F)(F)F)cc1,-15%,1%,-20,2,-2,1%,-15%,?,-2%
CC1CCN(C(=O)c2cccc(NC(=O)c3cccs3)c2)CC1,-11%,-2%,-4,3,7,?,-1%,0%,12%
CCOC(=O)C1=C(C)N(C)C(=O)NC1c1c(O)ccc2ccccc12 (configuration not stated),-7%,5%,41,-4,-1,1%,-19%,-6%,9%
C=Cc1ccc(Cn2nc(-c3ccccc3)ccc2=O)cc1,-18%,18%,29,22,6,-17%,-12%,-6%,12%
Cc1ccc(NC(=O)C2CCCN(C(=O)c3ccc(Cl)cc3)C2)cc1S(=O)(=O)N1CCOCC1 (configuration not stated),-2%,29%,-19,-1,9,-25%,-9%,-10%,10%
O=C(NCc1ccccc1)C(c1cccnc1)N(C(=O)c1ccccn1)c1ccc(F)cc1 (configuration not stated),3%,-5%,5,4,6,17%,-1%,?,17%
O=C(NCc1ccccc1)NC1(C(=O)Nc2ccc3c(c2)OCCO3)CCCCC1,-2%,-15%,-11,2,15,-11%,4%,-1%,-17%
CC1(C(=O)Nc2cccc(Br)c2)Cc2ccccc2C(=O)O1 (configuration not stated),.,.,.,0,.,?,.,-2%,-4%
Cc1ccc(S(=O)(=O)N2CCN(S(=O)(=O)c3ccc4c(c3)OCCO4)CC2)cc1,9%,-5%,8,-3,-8,15%&4%,-1%,?,-11%
CCOc1ccc(-c2nnc(-c3ccccc3)n2-c2ccccc2)cc1,11%,3%,0,0,2,-19%,2%,-12%,1%
CCCOc1ccc(C(=O)NNC(=S)NC(=O)c2cccs2)cc1,21µM*,?,55,-1,1,?,?,?,4%
O=C(NCc1ccc(Cl)cc1)C1CC(O)CN1S(=O)(=O)c1ccc(Cl)cc1 (configuration not stated),0%,-7%,-26,-13,-15,?,-17%,1%,4%
C=CCOCC(O)Cn1c(N2CCCC2)nc2c1c(=O)[nH]c(=O)n2C (configuration not stated),0%,-2%,-3,2,1,0%,-10%,-22%,-1%
CC1(C(=O)Nc2ccc3c(c2)OCO3)CC1(Cl)Cl (configuration not stated),0%,-5%,-8,0,-12,?,8%,-1%,-1%
O=C(COC(=O)c1cnc(Cl)c(Cl)c1)Nc1ccc(S(=O)(=O)N2CCCC2)cc1,1%,-6%,0,-4,-20,-1%,0%,4%,0%
CN(C)C(=O)c1ccc(-c2cc(C(F)(F)F)nn2C)s1,20%,-17%,.,5,14,?,21%,12%,14%
Cc1nn(-c2ccccc2)c2ncc(C(=O)c3cc(Cl)ccc3O)cc12,-19%,-2%,?,3,-8,?,-20%,-11%,-6%
Cc1cc(-c2n[nH]c(=S)n2/N=C/c2cccc(O)c2)n[nH]1,12%,11%,18,-4,?,27%,-14%,9%,2%
CN=C(Nc1cc(C)nn1-c1ccccc1)c1ccccc1F,6%,10%,5,1,23,?,-2%,?,4%
CCCc1ccc(S(=O)(=O)N2CCN(C(C)C(=O)NCc3ccc(OC)cc3)CC2)cc1 (configuration not stated),-1%,-12%,0,-3,-2,?,-1%[9.24 µM],0%,-2%
CCOc1ccccc1OCC(=O)NC1CCCCC1,-2%,-25%,22,-1,5,0%,11%,8%,10%

An unsorted share of the library. About 12% of those tested had a hit in this group.
